# GLS inh = qHTS for Inhibitors of Glutaminase (GLS); AID 624170, 2012; Potency, µM (highest dose often 45.5 µM), for inactives: top-dose activity change, negative = inhibition, most hits filed as inhibitors; actives 0.21% (n = 410,000); GLS enzymatic activity, qHTS titration; Glutaminase kidney isoform, mitochondrial (Homo sapiens), O94925; further: potency means the concentration at half of the fitted maximal effect; on the % scale 0 is the no-effect control and ±100 the full control effect
#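 hKGA; 45 mM KH2PO4 pH 8.2 + 0.02% Tween-20; cpd via pin tool; 1 mM Gln soln; GluOx/HRP/Amplex Red; RT 30 min; fluor. t0 & final.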
# BAZ2B block = qHTS Assay for Inhibitors of BAZ2B; Potency, µM (highest dose often 114 µM), without a hit: top-dose activity change, negative = inhibition, actives largely listed as inhibitors; actives 4.4% (n = 360,000); AID 504333, 2011; AlphaScreen BAZ2B-H3K14Ac peptide displacement; Bromodomain adjacent to zinc finger domain protein 2B (Homo sapiens), Q9UIF8; further: potency means the concentration at half of the fitted maximal effect; on the % scale 0 is the no-effect control and ±100 the full control effect; nearly all actives have a fitted effect of over 60% in size
#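 Inhibition is scored as reduced AlphaScreen emission. The BAZ2B/b-H3(5-23)K14Ac complex (50 nM each) in PBS pH 7.4, 0.01% Tween-20 meets compound (up to 110 uM) for 30 min at RT before bead addition.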
# JMJD2A Tudor inh = qHTS Assay for Inhibitors of JMJD2A-Tudor Domain; actives 4.4% (n = 390,000); AlphaScreen JMJD2A-Tudor / H3K4me3 peptide binding; Lysine-specific demethylase 4A (Homo sapiens), O75164; Potency, µM (top dose mostly 114 µM), for inactives: top-dose activity change, negative = inhibition, actives largely listed as inhibitors; further: potency means the concentration at half of the fitted maximal effect; on the % scale 0 is the no-effect control and ±100 the full control effect; nearly all actives have a fitted effect of over 50% in size
# ERG-DNA inh = qHTS for Small Molecule Inhibitors of the ERG Ets/DNA interaction; fluorescence polarization, His-ERG Ets domain / labelled DNA; Potency, µM (titrated, usually from 76.9 µM), for inactives: at the top dose FP activity, negative = inhibition, usual class: inhibitors; actives 0.028% (n = 370,000); AID 624246, 2012; active means well fitted inhibition curve with a large enough effect in the polarisation, with a control signal flat; inconclusive means small, poorly fitted or top-dose-only effect, or effect the other way, or a change in a side signal; inactive means no such curve, though single readings can be large or run the other way; the % refers to the polarisation;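 further: polarization taken with two DNA probes labelled with fluorescein and Texas red; potency means the concentration at half of the fitted maximal effect; % of control where 0% means no effect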
#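 His-tagged ERG Ets domain (1 uM in the protein solution; 300mM KCl, 50mM Tris-HCl, 1mM EDTA, 1mM DTT, pH 7.5) received compound, then a probe mix of 5 nM fluorescein-DNA and 100nM Texas-615-DNA. Fluorescence polarization was read for both dyes.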
# ALOX12 inh = Primary qHTS assay for inhibitors of human arachidonate 12S-lipoxygenase (ALOX12): Round 2 | purified 12hLO, xylenol orange hydroperoxide absorbance | Potency, µM (titrated, usually from 108 µM), inactives show at the top dose activity change, negative = inhibition, actives largely listed as inhibitors | actives 1.1% (n = 580,000); further: potency means the concentration at half of the fitted maximal effect; on the % scale 0 is the no-effect control and ±100 the full control effect
#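 Hydroperoxide product was detected by ferrous iron/xylenol orange as the 573 to 405 nm absorbance ratio. Arachidonic acid at 40 uM (final) was turned over for 30 min at room temperature by 150 nM human 12hLO, pH 7.0 Hepes buffer, after 15 min compound preincubation.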
# HP1b chromo inh = HTS for Inhibitors of HP1-beta Chromodomain Interactions with Methylated Histone Tails; Chromobox protein homolog 1 (Homo sapiens), P83916; AlphaScreen HP1-beta / biotin-H3K9me3 peptide binding; Potency, µM (doses to about 114 µM), for the others: top-dose activity change, negative = inhibition, most hits filed as inhibitors; actives 0.56% (n = 390,000); AID 540317, 2011; further: potency means the concentration at half of the fitted maximal effect; nearly all actives have a fitted effect of over 70% in size; inactives centre near 23
#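 HP1-beta protein (50 nM final) preincubated 30 min at room temperature with biotinylated H3(1-18)K9me3 peptide (50 nM) in PBS pH 7.4, 0.01% Tween-20, then compound added for 30 min. AlphaScreen streptavidin donor/nickel chelate acceptor beads (10 ug/mL final), 30 min dark, luminescence read.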
# G9a inh = qHTS Assay for Inhibitors of Histone Lysine Methyltransferase G9a; G9a H3K9 monomethylation, AlphaScreen, 2 h; actives 8.8% (n = 350,000); Potency, µM (series often up to 102 µM), for the others: top-dose activity, negative = inhibition, actives largely listed as inhibitors; further: potency means the concentration at half of the fitted maximal effect; on the % scale 0 is the no-effect control and ±100 the full control effect; nearly all actives have a fitted effect of over 75% in size
# Target sequence (Q96KQ7 913-1193 limits assumed): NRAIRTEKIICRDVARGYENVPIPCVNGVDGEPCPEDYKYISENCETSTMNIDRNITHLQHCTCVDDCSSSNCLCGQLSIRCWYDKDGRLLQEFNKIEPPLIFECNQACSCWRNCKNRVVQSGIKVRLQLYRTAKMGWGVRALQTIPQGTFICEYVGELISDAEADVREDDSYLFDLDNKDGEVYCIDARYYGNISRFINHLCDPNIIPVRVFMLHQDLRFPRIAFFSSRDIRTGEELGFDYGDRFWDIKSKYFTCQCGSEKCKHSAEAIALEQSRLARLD
#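 Signal arises when biotinylated H3K9 peptide, once monomethylated, bridges streptavidin donor and antibody-captured acceptor beads. Enzyme at 20 nM was preincubated 15 min with test compounds; peptide 500 nM and SAM 20 uM then reacted for 2 h.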
# PI4K2A block = qHTS for small molecular inhibitors of PI4K2A; Phosphatidylinositol 4-kinase type 2-alpha (Homo sapiens), Q9BTU6; purified PI4K2A, ADP-Glo luminescence, 1 h; hits give low values; activity change, negative = inhibition, % at 76.9 µM; actives 0.13% (n = 420,000); AID 1346378, 2018; in the data active means activity change below about -50%; inconclusive means mostly about -30% to -49%;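 further: -100% = wells without enzyme as full effect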
# Target sequence (Q9BTU6 whole entry, looked up): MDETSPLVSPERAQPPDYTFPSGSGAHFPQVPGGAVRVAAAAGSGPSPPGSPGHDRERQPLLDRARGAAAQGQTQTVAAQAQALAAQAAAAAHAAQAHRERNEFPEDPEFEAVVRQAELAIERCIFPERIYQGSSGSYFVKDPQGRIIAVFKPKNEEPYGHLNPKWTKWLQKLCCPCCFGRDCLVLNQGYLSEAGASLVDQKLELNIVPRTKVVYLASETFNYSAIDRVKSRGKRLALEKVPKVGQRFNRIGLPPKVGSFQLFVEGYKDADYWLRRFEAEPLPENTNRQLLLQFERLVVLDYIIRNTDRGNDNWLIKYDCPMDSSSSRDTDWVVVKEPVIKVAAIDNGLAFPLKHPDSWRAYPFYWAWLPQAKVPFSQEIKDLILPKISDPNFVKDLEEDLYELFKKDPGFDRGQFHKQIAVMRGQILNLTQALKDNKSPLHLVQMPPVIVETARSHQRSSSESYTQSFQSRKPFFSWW
#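 In this quantitative HTS, ADP production by PI4K2A was quantified luminescently after 1 h at ambient temperature; 100 microM adenosine served as plate-quality control.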
# RGS4 inhibitor = Inhibitors of Regulator of G Protein Signaling (RGS) 4: qHTS; Regulator of G-protein signaling 4 (Homo sapiens), P49798; Transcreener GDP fluorescence polarization, RGS4-accelerated GTP hydrolysis; Potency, µM (highest dose often 114 µM), without a hit: top-dose activity change, negative = inhibition, hits mostly inhibitors; actives 0.039% (n = 390,000); further: potency means the concentration at half of the fitted maximal effect; on the % scale 0 is the no-effect control and ±100 the full control effect; nearly all actives have a fitted effect of over 75% in size; some results filed as inactive show a strong effect at the top dose
# Target sequence (P49798 whole entry, looked up): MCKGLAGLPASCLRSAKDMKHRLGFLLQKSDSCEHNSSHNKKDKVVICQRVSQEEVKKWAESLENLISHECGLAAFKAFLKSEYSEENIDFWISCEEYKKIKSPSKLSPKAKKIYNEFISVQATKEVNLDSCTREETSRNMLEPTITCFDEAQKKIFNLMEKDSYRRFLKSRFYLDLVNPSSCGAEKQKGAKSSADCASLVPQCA
#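 MLSMR compounds (23 nl, pin-transferred) preincubated 10 min at room temperature with a 500nM (2x) first reagent, then RGS4 at 900nM (2x) plus Transcreener GDP mix added; fluorescence polarization (620/688 nm) read before and after 90 min at 30 °C.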
# * hit, by the source's call; ? = inconclusive; nt = not tested or not shown; [ ] = remark or other dose. Unless noted, the call rests on the fitted dose curve; in most records, active means well fitted curve in the direction sought with a large enough effect; inconclusive means small, poorly fitted or top-dose-only effect, or another doubt; inactive means no such curve, though single readings can be large; an effect the other way counts as inactive or inconclusive.
SMILES,GLS inh,BAZ2B block,JMJD2A Tudor inh,ERG-DNA inh,ALOX12 inh,HP1b chromo inh,G9a inh,PI4K2A block,RGS4 inhibitor
CC1CN(CCCCOc2ccc(Cl)c3ccccc23)CC(C)O1 (stereo not drawn),1%,?,11µM*,-2%,?,-33%,nt,7,8%
CCCCc1cc(=O)oc2cc(C)cc(OCC(=O)N3CCC(C(=O)O)CC3)c12,-2%,-36%,-19%,16%,0%,45%[activator],nt,-28,-22%
OCCN1CCN(CC#CCn2c3ccccc3c3ccccc32)CC1,14%,nt,-25%,20%,?,15%,?,-7,-11%
CCOC(=O)c1c(NC(=O)COC(=O)c2ccccn2)sc(C(=O)N(C)C)c1C,2%,?,-23%,-4%,?,25%,-41%,2,-37%
Cc1n[nH]c(=S)n1/N=C/c1c(O)ccc2ccccc12,4%,-13%,?,-6%,?,43%[activator],nt,-1,?
COc1ccc(-c2csc(NC(=O)c3ccccc3NS(=O)(=O)c3ccc(F)c(F)c3)n2)cc1,-15%,45µM*,56µM*,4%,?,?,-37%[12.7 µM],-1,7%
CCCOc1ccc(NC(=O)Cc2ccc(S(=O)(=O)N3CCOCC3)s2)cc1OCCC,4%,-39%,?,3%,-23%,-22%,79µM*,3,-23%
Cc1ccc(NC(=O)NC2CCCCC2)c(C)c1,1%,4%,-29%,10%,-6%,-10%,5%[59 µM],1,-1%
O=C1NC(=O)c2cc(NC(=O)C3CCCO3)ccc21 (stereo not drawn),-1%,8%,2%,-1%,?,21%,23%,-3,-2%
COc1ccnc(Oc2ccc3ccccc3c2)c1C#N,9%,-14%,0%,nt,3%,14%,5%[12.7 µM],1,21%
CCN1C(=O)[C@H]2[C@@H](c3ccc(-c4cccc(Cl)c4)c(OC)c3)N[C@@](CC(C)C)(C(=O)OC)[C@H]2C1=O,-3%,-7%,-32%,6%,?,30%,17%[2.33 µM],-3,-2%
Cc1ccc(Nc2cc(C)c3c(O)cccc3n2)cc1C,22%,45µM*,?,-3%,?,-21%,nt,10,-19%
CC(C)[C@H](NC(=O)c1ccccc1F)C(=O)OCC(=O)NC(=O)NC1CCCCC1,-7%,nt,-15%,1%,51%[activator],27%,nt,3,-6%
CCOc1ccc(CCNC(=O)C(CCC(N)=O)NC(=O)OCc2ccccc2)cc1OCC (stereo not drawn),-7%,-34%,-2%,-10%,0%,21%,-23%,-10,-11%
O=C1NC[C@H](Cc2ccccc2)N(CCc2cccc(F)c2)C1=O,3%,11%,-11%,-14%,-4%,38%,-3%[12.7 µM],1,3%
COc1ccc(CN2CCCC(C(=O)N3CCCC3)C2)c(OC)c1 (stereo not drawn),0%,50µM*,0.89µM*,-4%,-38%,50µM*,-2%,3,10%
COc1ccc(NC(=O)CCCC(=O)c2ccccc2)c(OC)c1,-6%,-13%,-8%,8%,-36%,37%,3%,2,-24%
COc1ccc(C2=NN(c3ccccc3)C(=O)/C2=C\c2ccc(O)c(OC)c2)cc1,6%,25µM*,16µM*,10%,-25%,16µM*,16µM*,-15,-26%
CC(=O)Nc1ccc(NS(=O)(=O)c2cccc3ccccc23)cc1,18%,-15%,-15%,3%,0%,31%,6%[12.7 µM],5,2%
CC(NC(=O)COC(=O)/C=C/c1ccc2c(c1)OCO2)c1ccccc1 (stereo not drawn),0%,3%,5%,12%,-1%,44%[activator],0%[12.7 µM],-4,19%
O=C(Nc1ccc([N+](=O)[O-])cn1)c1ccc2c(c1)OCO2,1%,-15%,-13%[11.4 µM],2%,-21%,31%,5%[59 µM],2,13%
CC(c1ccc(C(C)(C)C)cc1)S(=O)CC(O)CO (stereo not drawn),-12%,0%,-1%,-11%,8%,27%,-12%[59 µM],8,-21%
Cc1ccc(N2CC(C(=O)Nc3c4c(nn3C(C)(C)C)CS(=O)(=O)C4)CC2=O)cc1 (stereo not drawn),13%,-1%,-8%,16%,-6%,20%,?,1,31%
COc1ccc(C(NC(C)=O)c2c(O)ccc3ccccc23)cc1OC (stereo not drawn),21%,15%,-6%,-7%,11%,19%,?,-1,-13%
CNC(=O)COC(=O)c1[nH]c(C)c(C(C)=O)c1C,-6%,-36%,-2%,-4%,0%,9%,-33%[12.7 µM],6,36%
# Later entries
SMILES,GLS inh,BAZ2B block,JMJD2A Tudor inh,ERG-DNA inh,ALOX12 inh,HP1b chromo inh,G9a inh,PI4K2A block,RGS4 inhibitor
C[C@H](CO)N1C[C@H](C)[C@@H](CN(C)S(=O)(=O)c2ccc(F)cc2)Oc2c(NC(=O)Nc3ccccc3)cccc2C1=O,1%,nt,-15%,2%,0%,36%,nt,-1,-5%
CCCC[C@@H](CN[C@H](C)CNC)NCC1CCC(C(C)(C)C)CC1 (stereo partly drawn),1%,-33%,?,1%,-4%,10%,?,1,-5%
Cc1nn2c(SCC(=O)c3cccs3)cc(C(C)(C)C)nc2c1-c1ccccc1,10%,9%,-13%,6%,20%,20%,47%[activator][59 µM],-1,-19%
Cc1cc(/C=N/NC(=O)c2cccc([N+](=O)[O-])c2)c(C)n1-c1ccccc1,-16%,-37%,-32%,1%,-19%,-6%,-22%,2,1%
CCOc1cc(N2CCOCC2)c(OCC)cc1NC(=O)COC(=O)c1cc2ccccc2cc1O,-2%,-2%,-18%,-16%,?,20%,-14%[59 µM],3,-9%
Cc1ccc(C2=NS(=O)(=O)N(C)C(C(=O)NCc3ccccn3)=C2)cc1,0%,4%,-26%,3%,2%,29%,nt,0,-13%
O=[N+]([O-])c1cccc2c1ccc1ncccc12,-3%,-2%,-8%,3%,0%,10%,12%[2.33 µM],5,-5%
COc1ccc(CCNC(=O)C2CC(=O)N(c3ccc(C(C)(C)C)cc3)C2)cc1OC (stereo not drawn),4%,0%,-17%,5%,-8%,26%,?,2,3%
CCC(C)NCC(=O)Nc1sc2c(c1C(N)=O)CCC2 (stereo not drawn),19%,9%,-12%,-5%,18%,26%,23%[59 µM],5,-11%
CC(=O)Nc1ccc(S(=O)(=O)NNC(=S)NCC2CCCO2)cc1 (stereo not drawn),17%,-27%,?,16%,?,17%,32µM*,3,-16%
CCN1C(=O)[C@H]2[C@H]3CN=C(SCc4ccc(C(=O)OC)cc4)N3[C@@](CC)(C(=O)OC)[C@H]2C1=O,14%,nt,-33%,-14%,-40%,7%,nt,0,0%
Cc1ccccc1-c1nc2c3ccccc3nc(=S)n2[nH]1,-16%,?,-16%,1%,-9%,43%[activator],4%,10,-41%
O=C(CCCNC(=O)/C(=C\c1ccccc1F)NC(=O)c1ccccc1)OCc1ccccc1,6%,7%,2%,nt,5%,22%,-6%[59 µM],1,-19%
CC(=O)N/C(=C\c1ccccc1)C(=O)NC(C)C(=O)O (stereo not drawn),-13%,-21%,-2%,0%,-7%,20%,56µM*,-2,2%
Nc1nc2nccc(-c3ccc(Cl)cc3)n2n1,6%,32%,-12%,9%,0%,20%,-7%,-3,-23%
Cc1ccccc1CSc1nc2cccnc2n1Cc1ccc(C(=O)NCCc2cccs2)cc1,4%,-2%,-18%,-2%,-17%,41%[activator],?,-1,-15%
N#Cc1ccsc1NC(=O)CCc1ccccc1,1%,?,-14%,-2%,17%,14%,25µM*,-2,-2%
Cc1c(C(=O)O)[nH]c2c1C(=O)CC(c1ccccc1)C2 (stereo not drawn),9%,-2%,?,0%,-11%,27%,3%[2.33 µM],-7,-30%
CCOC(=O)C1(Cc2ccccc2)CCN(Cc2cn[nH]c2-c2ccccc2)CC1,-1%,-18%,-19%,-17%,-11%,23%,5%,2,19%
COc1ccc(-c2nnc(CSc3nnc(-c4ccncc4)n3C3CCCCC3)o2)cc1OC,-1%,1%,-10%,-6%,-24%,18%,-20%[12.7 µM],1,2%
O=C(c1cc2cc(Cl)ccc2[nH]1)N1CCc2ccccc2C1,-5%,-18%[57.1 µM],25%,7%,-21%,60%[activator],50µM*,-2,-6%
O=S1(=O)N(Cc2ccccc2F)CCCN1Cc1c(F)cccc1Cl,-1%,39%[activator],32%,0%,0%,58%[activator],111%[activator],4,5%
Cc1cc(C)c2ccc3c(C)c(C)nc3c2[nH]1,11%,0%,-26%,-3%,8%,5%,-3%,1,-4%

# Ordered by the number under PI4K2A block (lowest first): 3 from the list above
SMILES,GLS inh,BAZ2B block,JMJD2A Tudor inh,ERG-DNA inh,ALOX12 inh,HP1b chromo inh,G9a inh,PI4K2A block,RGS4 inhibitor
O=C(CCCNC(=O)/C(=C\c1ccccc1F)NC(=O)c1ccccc1)OCc1ccccc1,6%,7%,2%,nt,5%,22%,-6%[59 µM],1,-19%
Cc1cc(/C=N/NC(=O)c2cccc([N+](=O)[O-])c2)c(C)n1-c1ccccc1,-16%,-37%,-32%,1%,-19%,-6%,-22%,2,1%
O=[N+]([O-])c1cccc2c1ccc1ncccc12,-3%,-2%,-8%,3%,0%,10%,12%[2.33 µM],5,-5%

# These rows are one share of the data, so the mix of outcomes need not match the whole.
